AddAB inh – less growth of phage-infected E. coli with AddAB | E. coli expressing H. pylori AddAB, absorbance growth | inhibition, % at 11.9 µM | hit rate 0.29% among 330,000 | AID 435030; in the data active = inhibition above about 12%;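 also: 0% = vehicle wells of infected cells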
PKA-R1A act – activators of PKA-R1A complex; P00514+P68181; PKA-R1A dissociation, Cy5-IP20 fluorescence polarization; scaled: DMSO 0%, 113 µM cGMP 100%; activation, % at 11.4 µM; hit rate 0.083% among 340,000; AID 504707;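 active = percent activation above the mean of all tested compounds plus 3 SD, cut at about 19% in these data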;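 also: higher means more PKAc released from R1A so a rise in polarization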
HTR5A ag ctr – activates human HTR5A in OPRM1-OPRD1 agonist counter-screen | AID 504692 | activation, % at 9.3 µM | P47898 | HTR5A agonist assay, luminescence, cell-based | hit rate 0.61% among 340,000; in the data active = activation mostly above about 9.5%, no sharp cut-off; inactive = mostly below about 7.6%;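 also: 0% = cells with vehicle only and 100% = reference agonist; strong numbers were not always called active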
Target sequence (P47898 whole entry, looked up): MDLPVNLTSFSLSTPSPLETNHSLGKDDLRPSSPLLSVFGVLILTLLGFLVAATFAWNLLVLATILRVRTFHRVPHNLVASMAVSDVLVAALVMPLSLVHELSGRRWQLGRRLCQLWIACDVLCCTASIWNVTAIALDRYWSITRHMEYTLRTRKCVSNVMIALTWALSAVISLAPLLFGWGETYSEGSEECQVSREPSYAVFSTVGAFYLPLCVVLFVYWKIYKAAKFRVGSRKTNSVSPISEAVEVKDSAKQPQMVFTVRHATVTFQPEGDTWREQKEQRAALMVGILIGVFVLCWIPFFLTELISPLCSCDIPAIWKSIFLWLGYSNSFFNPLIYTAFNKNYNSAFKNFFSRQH
DSG3 Ab inh – human desmoglein-3 autoantibody binding inhibition; DSG3-coupled beads, scFv-anti-DSG3-GFP binding, flow cytometry; active compounds read low; binding (percent of control), % at 10 µM; hit rate 0.48% among 310,000; AID 588358;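 active = binding more than 3 SD below its plate's average and above zero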;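 also: hits lower antibody fragment binding to DSG3; some compounds called inactive have numbers as strong as hits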
MOR-DOR inv ag – inverse agonist of human OPRM1-OPRD1 heterodimerization | P35372+P41143 | inhibition, % at 9.3 µM | cell-based MOR-DOR heterodimer luminescence, inverse agonism | hit rate 0.21% among 340,000; in the data active = inhibition above about 22%, passing the limit was not always enough;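 also: 0% = cells with DMSO and 100% = wells without cells with DMSO; values of inactives mirror those of a sister screen read the other way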
PfHsp90 set2 – inhibits growth of yeast expressing Plasmodium falciparum Hsp90; S. cerevisiae expressing PfHsp90, BacTiter-Glo ATP, 48 h; yeast lacking PDR1 and PDR3 efflux regulators; inhibition, % at 9.4 µM; hit rate 0.32% among 310,000; AID 504621;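 active = every replicate shows inhibition above about 80%, whatever the replicate mean, limit read from the data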;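 also: 0% = DMSO neutral controls and 100% = 20 µM radicicol positive controls; yeast relying on Plasmodium falciparum Hsp90 in place of its own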
phage Ecoli inh – E. coli growth loss with phage present; growth absorbance; inhibition, % at 11.9 µM; hit rate 0.26% among 360,000; in the data active = inhibition above about 11%
HTR5A inv ag – inverse agonist of human HTR5A in OPRM1-OPRD1 counter-screen. P47898. inhibition, % at 9.3 µM. HTR5A cell line, luminescence, inverse agonism. AID 504634. hit rate 0.083% among 340,000; in the data active = inhibition mostly above about 23%, no sharp cut-off; inactive = mostly below about 18%;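 also: 0% = cells with DMSO and 100% = no-cell wells with DMSO; some compounds called inactive have numbers as strong as hits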
OPRM1-OPRD1 ag – agonists of human mu-delta opioid receptor heterodimerization. P35372+P41143. cells, OPRM1-OPRD1 heterodimerization, luminescence. activation, % at 9.3 µM. hit rate 0.3% among 340,000. AID 504326; in the data active = activation above about 18%;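 also: 0% = vehicle-treated cells and 100% = reference agonist; values of inactives mirror those of a sister screen read the other way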
E coli growth – bacterial growth inhibition, counter-screen for AddAB inhibitors. AID 449728. hit rate 0.27% among 330,000. E. coli V3065 growth, OD600 absorbance, 18 h. inhibition, % at 11.9 µM;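 active = inhibition above the campaign's mean inhibition across all tested compounds plus 3 SD, cut at about 9.9% in these data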;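 also: uninfected addAB+ strain grown without phage in ampicillin broth; 0% = DMSO wells and 100% = ciprofloxacin 0.95 µg/ml wells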
SUMO Mot1 rescue – blocks SUMOylation pathway, rescuing yeast Mot1-301 growth; hit rate 1% among 320,000; growth rescue, % at 18.8 µM; S. cerevisiae Mot1-301 growth rescue, ATP luminescence, 38.5C; percent above DMSO median, 100 means doubled; AID 2716;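 active = every valid replicate shows activation above 250% relative to neutral control wells; inactive = the rest, any valid replicate at or below 250%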;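 also: OY570 slx delta 5 strain wells were the positive control but not used for scaling; some compounds called inactive have numbers as strong as hits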
Active calls of the source: *; nt = no result given. This is a random part of the collection, and some 3.2% of all compounds hit somewhere here.

SMILES | AddAB inh | PKA-R1A act | HTR5A ag ctr | DSG3 Ab inh | MOR-DOR inv ag | PfHsp90 set2 | phage Ecoli inh | HTR5A inv ag | OPRM1-OPRD1 ag | E coli growth | SUMO Mot1 rescue
CC(OC(=O)c1nn(C)c(=O)c2ccccc12)C(=O)Nc1ccc(S(N)(=O)=O)cc1 (configuration not stated) | -1.0 | -11.1 | -3.9 | 98.6 | -6.4 | 2.7 | 0.8 | 10.1 | 0.9 | -0.6 | -5.6
COc1ccccc1S(=O)(=O)Cc1ccc(C(=O)NCCN2CCCC2)o1 | -0.3 | -1.5 | 1.4 | 105.7 | 12.6 | 5.0 | 1.6 | -3.4 | -2.4 | -2.1 | 0.7
CC1=CC(=C(C#N)C#N)C=C(C)N1CCC(C)C | -2.2 | 0.9 | 8.0 | 101.8 | 3.3 | 2.0 | 1.5 | -27.7 | -0.7 | 1.4 | 1.4
COc1ccccc1-c1cc(C(=O)NCc2cccs2)no1 | 2.3 | -5.7 | 4.0 | 99.8 | 3.7 | 0.3 | 1.4 | 6.9 | -0.7 | 0.6 | 3.5
CC(C)NC(=O)c1ccc(N2CCOCC2)nc1 | -0.2 | 5.9 | -1.2 | 92.1 | -4.1 | 9.7 | 0.6 | 2.6 | 0.7 | 1.6 | -4.8
COc1ccc(-c2nc3ccc(C)cc3c(=O)o2)cc1OC | 0.2 | -3.6 | 2.5 | 109.0 | 6.7 | 6.0 | -0.9 | -9.6 | -1.4 | 0.9 | 18.5
Cc1nn(C(=O)c2cccs2)c(N)c1-c1ccccc1 | 0.8 | -8.8 | 5.9 | 97.0 | -13.9 | -11.6 | 1.3 | -17.9 | 2.4 | -1.3 | -12.1
Cc1ccc(C(=O)COC(=O)CCC(=O)Nc2ccccc2Cl)cc1[N+](=O)[O-] | 0.2 | -3.4 | -2.3 | 101.2 | 45.1* | 1.9 | 2.1 | 6.0 | -8.9 | -1.7 | 2.4
COc1ccc(NC(=O)CN(C)C(=O)CNC(=O)c2ccc(C)s2)cc1 | -0.2 | -0.8 | -3.5 | 103.3 | 16.2 | nt | 5.1 | -0.9 | -3.0 | 0.5 | -0.7
CN(C)c1ccc(NC(=O)CN2CCC(NC(=O)C3CCCCC3)CC2)cc1 | 1.5 | -2.3 | 1.6 | nt | 0.4 | 0.8 | 1.2 | -4.3 | -0.1 | 1.4 | 32.3
COc1ccccc1CC(NC(C)=O)C(=O)NC1CCN(c2nnnn2-c2ccccc2)CC1 (configuration not stated) | 1.2 | -2.6 | -2.6 | 99.5 | -5.7 | 7.3 | nt | 11.4 | 1.0 | -1.5 | -5.2
Cc1[nH]n(-c2ccccc2)c(=O)c1C(c1ccccc1[N+](=O)[O-])C(C#N)C#N (configuration not stated) | 0.2 | -3.7 | 3.0 | 98.9 | 12.2 | -10.3 | 3.0 | -11.4 | -2.5 | 2.5 | -7.2
OCCOc1nnnn1-c1ccccc1 | 1.2 | 12.9 | -3.5 | 107.9 | 14.0 | -4.4 | 2.6 | -14.8 | -2.5 | 1.4 | nt
Cc1ccc(O)c(C2=NOC(O)(C(F)(F)C(F)F)C2)c1 (configuration not stated) | -1.3 | -5.5 | 0.8 | 101.7 | -12.9 | 7.0 | -2.7 | 4.5 | 2.2 | -2.1 | -1.4
O=C(CN1C(=O)c2ccccc2C1=O)NC1CCCCCC1 | 1.0 | 15.9 | 4.5 | 104.7 | 20.2 | 1.2 | 2.1 | -12.6 | -3.8 | -0.1 | -5.7
C=CCOC(=O)C1=C[C@H](C2CCCCC2)[C@@H](CCCO)[C@H](OCC)O1 | 1.1 | 2.1 | 10.8 | 99.7 | -33.5 | -8.7 | 2.2 | -31.6 | 5.8 | 1.5 | -10.7
CCOc1ccc(C(=O)N(CC(=O)Nc2cccc(C)c2C)CC2CCCO2)cc1OC (configuration not stated) | 1.3 | -4.5 | -0.9 | 100.2 | 11.4 | -8.6 | 1.6 | 2.2 | -2.8 | -2.6 | 14.0
CC(C)N(Cc1ccccc1)C(=S)Nc1ccc(OC(F)F)cc1 | 2.5 | -19.6 | 5.4 | 106.7 | -3.1 | 8.9 | 1.1 | 13.1 | 0.7 | 1.6 | -16.0
Nc1ncc(C(=O)O)c(-c2ccccc2)n1 | nt | -0.6 | 0.5 | 110.4 | 13.4 | 5.5 | -1.2 | -2.2 | -2.6 | nt | nt
COC(C(=O)Nc1ccnn1C1CCN(Cc2nccs2)CC1)c1ccccc1 (configuration not stated) | 1.5 | -8.6 | 11.6 | 115.0 | 1.8 | 5.1 | 0.4 | -7.4 | -0.3 | -0.7 | -12.4
COc1ccc(S(=O)(=O)N2CCCC2CNC(=O)C(=O)Nc2ccc(F)cc2)cc1 (configuration not stated) | 1.9 | -9.3 | 6.4 | 103.2 | -0.3 | -12.3 | -1.5 | -16.8 | 0.0 | -1.4 | 12.1
Cc1cc(F)ccc1S(=O)(=O)Nc1ccccc1C(=O)NC1CCN(Cc2ccccc2)CC1 | nt | -2.4 | 2.1 | 104.0 | -36.2 | -3.7 | 3.4 | -5.6 | 5.4 | nt | nt
COc1ccc(C2c3[nH]c4ccccc4c3C[C@H]3C(=O)N(c4ccccc4C(=O)N4CCC[C@@H]4C(=O)O)C(=O)N23)cc1 (some centres not stated) | 4.4 | 5.3 | -1.0 | 100.5 | 16.4 | 3.0 | 2.0 | -9.0 | -3.2 | -0.2 | 101.8
CN(CC(=O)Nc1cccc(F)c1)CC(=O)NC(c1ccccc1)c1ccccc1 | 0.3 | -8.0 | -3.7 | nt | 6.0 | -1.3 | 2.5 | 0.4 | -1.6 | -1.4 | nt
COc1ccc(C(=O)/C=C/c2cccnc2)c(OC)c1 | 4.3 | -3.8 | 3.1 | 99.2 | 15.8 | 0.0 | -3.5 | -11.4 | -3.4 | -1.2 | -4.1
Cc1cc(C(=O)N/N=C/c2ccc3c(c2)OCO3)c(C)o1 | 2.6 | -10.9 | -1.6 | 100.1 | -2.9 | -33.0 | 2.7 | 17.5 | 0.5 | -2.2 | -15.0
Cc1ccc2cccc(OCCOCCOc3ccccc3Br)c2n1 | 1.9 | -10.4 | 2.0 | 109.4 | 7.7 | -19.0 | 6.0 | -18.2 | -1.4 | -2.0 | 14.1
COc1ccc(N(CC(=O)N/N=C/c2cc(OC)ccc2OC)S(=O)(=O)c2ccccc2)cc1 | 1.1 | 1.5 | 0.1 | 101.7 | 0.3 | -26.8 | -1.2 | -0.2 | -0.1 | 0.3 | 69.7
Cc1c(N2C(=O)c3ccccc3C2(O)c2ccccc2)c(=O)n(-c2ccccc2)n1C (configuration not stated) | 1.5 | 1.7 | 1.5 | 87.1 | 8.9 | 9.6 | 2.9 | -7.5 | -1.7 | 2.4 | 6.8
Cc1cccc(C)c1NC(=O)CN(C)C(=O)c1ccccc1C(=O)N(C)Cc1ccccc1 | 0.9 | -2.5 | -1.7 | nt | -2.3 | 8.9 | 1.4 | 4.5 | 0.3 | -1.3 | 2.9
CC(C)OC(=O)c1ccc(Cn2nnc3ccccc3c2=O)cc1 | 0.8 | 2.2 | 0.0 | 98.5 | -8.8 | -12.0 | 3.0 | -2.8 | 1.8 | 1.0 | -2.7
COc1ccc(Oc2ccc(/C=C/C(=O)c3cccc(OC)c3)cc2[N+](=O)[O-])cc1 | 6.8 | -0.5 | 0.2 | 97.7 | 12.3 | 36.1 | 4.5 | -5.0 | -2.3 | -0.7 | 0.2
CC1(C)CC(=O)C(C=NCCN2CCN(C(=O)CCl)CC2)=C(O)C1 | 0.8 | -25.5 | -5.9 | 114.2 | 10.2 | -4.7 | -0.3 | 13.5 | -2.0 | -0.1 | -14.4
CC(=O)c1ccc(S(=O)(=O)N2CCC(Oc3ccc(-n4cnnn4)cc3)CC2)cc1 | 2.9 | -1.2 | 7.4 | 92.3 | 7.8 | 6.6 | 0.4 | 4.3 | -1.6 | -2.0 | -5.1
Cc1cc(N)n(-c2ccc(C)c(C)c2)n1 | 2.8 | 0.0 | 0.3 | 99.5 | 14.7 | 13.1 | -2.2 | -0.6 | -3.0 | 0.7 | -9.6
Cc1cc(C)c2c(c1)cc(C)c1nnc(SCC(=O)N3CCCc4ccccc43)n12 | 0.7 | -3.6 | -0.8 | 102.6 | 8.7 | -18.0 | 1.2 | 22.7 | -1.9 | 1.9 | -13.1
Cc1ccc(C(=O)Nc2ccc(S(=O)(=O)Nc3cnc4ccccc4n3)cc2)cc1 | 3.9 | -7.5 | 5.6 | 108.8 | 10.9 | -21.9 | 4.0 | -15.1 | -2.0 | 0.5 | 4.5
CCc1nccn1CCC(=O)N1CCc2c([nH]c3ccccc23)C1CC(C)C (configuration not stated) | -1.1 | 4.9 | 0.1 | 102.2 | 19.1 | -12.1 | 0.9 | -12.3 | -3.6 | 0.3 | 2.2
CC(CN1CCN(Cc2ccccc2)CC1)OC(=O)c1ccco1 (configuration not stated) | 5.2 | -3.5 | 1.0 | 105.4 | 8.9 | -13.9 | 1.1 | 13.0 | -1.7 | 0.9 | 436.7
CC(=O)c1cc2c(C)cc(=O)oc2cc1O | -2.5 | 2.5 | 4.2 | 96.9 | 15.8 | 10.1 | 3.1 | 4.0 | -2.8 | -0.9 | -14.9
COc1ccccc1C(C)NCC(=O)NCc1ccc(C)cc1 (configuration not stated) | -0.3 | -13.1 | 1.6 | 114.3 | 7.6 | 8.8 | 0.4 | -5.8 | -1.7 | -1.5 | -14.8
O=C(OCc1nc(-c2ccccc2)oc1COC(=O)c1ccco1)c1ccco1 | 1.8 | -17.8 | -0.1 | 95.7 | 5.9 | -39.3 | 1.9 | 0.1 | -1.1 | -0.4 | -21.2
Cc1cc(CN2CCCCC2C(=O)Nc2ccc(Oc3cccnc3)cc2)oc1C (configuration not stated) | 5.7 | -2.5 | 4.4 | 114.2 | -46.2 | -32.0 | -1.4 | -11.2 | 11.3 | -0.8 | -1.1
Cc1ccc(-c2nc3ccccc3[nH]c2=O)cc1 | 2.7 | -11.8 | 2.7 | 83.9 | -0.8 | -6.1 | 2.3 | -8.1 | 0.2 | 0.3 | -15.0
CC(C)OCCCNc1nc2c([nH]1)c(=O)n(C)c(=O)n2C | -0.6 | -10.8 | -4.9 | 99.2 | 15.8 | 10.3 | 0.3 | -19.7 | -2.9 | -1.5 | 290.0
Cc1ccc(C)c(S(=O)(=O)N2CCN(C(=O)c3n[nH]c(=O)c4ccccc34)CC2)c1 | 0.4 | -0.2 | -1.1 | nt | 6.0 | 2.7 | -0.5 | 2.7 | -1.6 | 0.0 | 22.8
N#Cc1c(NCCO)ccc([N+](=O)[O-])c1NCCO | 1.3 | 2.5 | -2.7 | 97.5 | 4.0 | 1.7 | 0.7 | 2.8 | -0.8 | -1.4 | -9.2
